mcGAS RapidFire – blocks mouse cGAS cGAMP production; 130,000 tested, 0.18% active; inhibition, % at 12.5 µM; recombinant mouse cGAS, cGAMP by RapidFire MS;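 active means inhibition of cGAS enzyme activity at or above 60%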;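 further: enzyme stimulated by 45 bp dsDNA with ATP and GTP substrates; cGAMP share of summed cGAMP plus half ATP and half GTP signals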
Target sequence (Q8C6L5 whole entry, looked up): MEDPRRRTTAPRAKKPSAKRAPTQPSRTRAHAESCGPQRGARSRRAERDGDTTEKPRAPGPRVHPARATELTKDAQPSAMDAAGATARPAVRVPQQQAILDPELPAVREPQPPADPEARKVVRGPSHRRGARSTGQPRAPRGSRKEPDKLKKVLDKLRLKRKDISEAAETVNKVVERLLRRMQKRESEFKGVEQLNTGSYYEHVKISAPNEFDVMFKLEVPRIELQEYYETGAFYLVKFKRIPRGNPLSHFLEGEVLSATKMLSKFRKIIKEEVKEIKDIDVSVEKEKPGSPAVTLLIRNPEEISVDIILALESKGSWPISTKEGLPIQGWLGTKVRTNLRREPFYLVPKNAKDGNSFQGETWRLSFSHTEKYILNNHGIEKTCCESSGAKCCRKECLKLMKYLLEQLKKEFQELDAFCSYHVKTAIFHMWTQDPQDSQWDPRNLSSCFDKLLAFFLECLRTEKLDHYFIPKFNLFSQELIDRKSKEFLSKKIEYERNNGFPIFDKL
* hit, by the source's call; & = joins results of further samples. An excerpt; count on the stated rates, not on these rows.

mcGAS RapidFire	SMILES
3.8	CCN1CCCC1CNC(=O)C1CCN(C2CCN(Cc3ccccc3C)CC2)CC1 (stereo not drawn)
-3.1	C=c1occc1=C1NN=C(SCCC23CC4CC(CC(C4)C2)C3)O1
1.6	COc1ccc(Br)cc1/C=C/C(=O)N1CCC[C@H]1C(=O)OCCc1ccc(OC)c(OC)c1
-10.1	CCOC(=O)C1=C(C)NC(=S)NC1c1cc(OC)c(O)c(OC)c1 (stereo not drawn)
-4.2	CN(C)c1ccc(CO)cc1F
-5.1	CCC(C)C(=O)Nc1ccnn1C1CCCc2ccccc21 (stereo not drawn)
7.9	C=C(C)[C@@H]1CC=C(CN2C[C@@H](N)C[C@H]2C(=O)NCC)CC1
-5.1	Cc1ccc(C2(C(F)(F)F)CCNC(=O)O2)o1 (stereo not drawn)
-2.3	Cc1cc(C(=O)N(CCCN2CCOCC2)c2nc3c(F)cccc3s2)on1
0.6	CC(C)(C)c1noc(CN2CCCc3c(F)cc(F)cc32)n1

3 entries already listed, ordered by length of the SMILES, rising.
mcGAS RapidFire	SMILES
-4.2	CN(C)c1ccc(CO)cc1F
-5.1	Cc1ccc(C2(C(F)(F)F)CCNC(=O)O2)o1 (stereo not drawn)
7.9	C=C(C)[C@@H]1CC=C(CN2C[C@@H](N)C[C@H]2C(=O)NCC)CC1

(continued)
mcGAS RapidFire	SMILES
-4.6	Cc1nc(C(C)(C)NCCC(F)(F)F)sc1C
4.6	CN(Cn1c(-c2ccccn2)csc1=O)C1CCc2ccccc21 (stereo not drawn)
-3.4	CC1CN(Cc2nc3c(c(=O)[nH]c(=O)n3C)n2Cc2ccccc2F)CC(C)O1 (stereo not drawn)
-12.6	O=S1(=O)NC(=CSCc2ccccc2)Nc2ccccc21
-1.2	CC(=O)Oc1ccc(Cn2c(C)c(C(=O)NCC(F)(F)F)sc2=O)cc1
-11.7	CN=c1scc(-c2ccc(Br)cc2)n1N=Cc1cc(OC)c(OC)c(OC)c1
-10.0	COc1ccc(C(=O)c2ccc(Oc3cccc(C(C)=O)c3)c([N+](=O)[O-])c2)cc1
0.7	CC(C)NC(=O)N(Cc1ccccc1)C(C)c1ccccn1 (stereo not drawn)
-9.4	Cc1cnc(CN(C)C(=O)CC(=O)Nc2cc(Cl)ccc2C)[nH]1
-2.1	O=C(NCCc1cccc(F)c1)c1ccc2nc(-c3ccccc3)c(-c3ccccc3)nc2c1
-7.7	CSc1sc(C(C)=O)c(N)c1-c1ccc(Cl)cc1
-7.3&-4.2&-2.2	Cc1cn([C@H]2C[C@H](N=[N+]=[N-])[C@@H](CO)O2)c(=O)[nH]c1=O
-4.2	N#Cc1cnn(C(=O)COc2ccc(C3SCCCS3)cc2)c1N
4.5	CC(C)CCC(=O)N(c1cccc(F)c1)C1CCOCC1
-7.2	CC1=NC2=C(C(=O)CCC2)C(c2cccc(Cl)c2)C1C(=O)OCCc1ccccc1 (stereo not drawn)
1.0	COc1ccc(Nc2nc(N3CCN(c4cccc(Cl)c4)CC3)nc3nccnc23)cc1
-5.0	CC(C)NC(=O)c1ccccc1N1CCC(N)CC1
-2.8	COCCNC(=S)NN=Cc1cccs1
1.5	CCN(C(=O)c1ccc(F)c(NC(C)=O)c1)S(=O)(=O)c1ccc(C)cc1
-5.6	O=C(c1ccc(-n2cncn2)c([N+](=O)[O-])c1)N1CCCCC1
-18.8	COc1cc2c(c(OC)c1)C(=O)OC2
-0.9	Cn1ncc(Cl)c1C(=O)NC(=S)NNS(=O)(=O)c1ccccc1
-5.5	Cc1ccc(Nc2cc(-c3cccc4oc5ccccc5c34)ncn2)cc1NS(C)(=O)=O
-53.2	COCc1ncc(CN2CCNC(C(=O)NC3CC3)C2)cn1 (stereo not drawn)
6.4	Cc1cccn2cc(C(=O)N3CCC(c4ccnc(-c5ccncc5)c4)C3)nc12 (stereo not drawn)
3.4	CC(=O)Nc1cccc(-n2c(C3CC3)n[nH]c2=S)c1
-2.5	Cc1nn(CC(=O)Nc2ccc3c(c2)OCCO3)c(=O)c2c1cnn2-c1ccccc1
-9.3	Cc1cc(-c2nn(-c3ccccc3F)cc2CN(C)CC2COCCO2)c(C)s1 (stereo not drawn)
-3.9	CN(C(=O)CN1CCCC1c1ccccc1)C1(C#N)CCCCC1 (stereo not drawn)
-1.9	CC(/C=C/c1ccccc1)=N/NC(=O)C1CC1c1ccccc1 (stereo not drawn)
-9.3	Cc1ccc2oc(C(=O)NCC[C@@H]3C[C@@H]4C=C[C@H]3C4)c(C)c2c1
-3.3	Cc1c(C)n(C)c2ccc(C(=O)O)cc12
-8.4	CCCCc1ncc(CN2CCCC(CNC(=O)c3cc(OC)cc(OC)c3)C2)[nH]1 (stereo not drawn)
-3.5	CNS(=O)(=O)c1ccc(NCCOc2ccccc2F)c([N+](=O)[O-])c1
-1.4	COCc1nnc(C(=O)N2CCC(n3nc(C)cc3C)C2)o1 (stereo not drawn)
-0.3	CCn1cc(C(=O)O)c(=O)c2cc(F)c(N3CCNCC3)cc21
-3.9	Cc1nn(C)c(Oc2cccnc2)c1CNC1CCCC1(C)CO (stereo not drawn)
-8.0	Cc1cccc(NC(=O)C2CCN(S(=O)(=O)c3cccs3)CC2)c1
0.6	Cc1cc(C(=O)N2CCOCC2)nn1CC(=O)Nc1nc2ccccc2[nH]1
-3.9	CC(C)(C)c1ccc(C(=O)c2ccn(CC(=O)O)c2)cc1
0.0	CC(C)c1c(C(=O)O)cnc2cc(C(C)(C)C)nn12
2.0	O=c1cc(CSc2ccc3c(c2)OCCCO3)nc2sc3c(n12)CCCC3
-13.2	CC(C)(C)c1ccc(O)c(-n2cnnc2)c1
-20.1	O=S(=O)(c1ccc(S(=O)(=O)N(CCO)c2ccccc2)cc1)N1CCCC1
-11.7	C/C=C/CC(=O)N(CC)Cc1ccc(Cl)cc1
-16.0	CC(C)C1CN(C(=O)c2ccc3[nH]c(=O)c(=O)[nH]c3c2)CCCN1CC1CC1 (stereo not drawn)
-2.8	CCCN(C(=O)CN1C(=O)NC(CC(C)C)C1=O)C1=CCCCC1 (stereo not drawn)
-16.4	CCCCN(C)C(=O)NCCN(C)C1CCCC1
-1.4	O=C(NCCCN1CCOCC1)C1CC(=O)N(C2CCCC2)C1 (stereo not drawn)
-10.2	CN1CCCc2cc(C(CNC(=O)c3cccs3)N3CCCCC3)ccc21 (stereo not drawn)

Next part.
mcGAS RapidFire	SMILES
-4.0	CCOC(=O)C1=C(C)NC2=C(C(=O)CC(c3ccccc3)C2)C1c1ccccc1OC(C)C (stereo not drawn)
-0.4	Cc1ccc(C)c(NC(=O)C(C)Nc2cccc(OC3CCCC3)c2)c1 (stereo not drawn)
-1.1	O=C1CC(N2CCN(c3ccccn3)CC2)C(=O)N1CCc1ccccc1 (stereo not drawn)
-1.3	Cc1cc(Cl)ccc1NC(=O)CCc1ccc2c(c1)OCCO2
-0.1	COC(=O)CN1C(=O)/C(=C\c2ccc(F)cc2)SC1=S
-2.8	Cc1cc(=O)[nH]c(NN=Cc2c(C)[nH]c3ccccc23)n1
0.1	CCOc1nn(CC)cc1C(=O)O
-10.8	Cc1ccc(NC(=O)CN2C(=O)c3cccc4c(Cl)ccc2c34)cc1C
-2.6	COCc1cc(C(=O)OC(C)c2cnccn2)ccc1F (stereo not drawn)
-9.6	CCOC(=O)c1c(NC(=O)Cc2ccc(Cl)cc2)sc(C(=O)Nc2cccc(OC)c2)c1C

Two entries picked at random from those above, as already listed:
mcGAS RapidFire	SMILES
-2.8	Cc1cc(=O)[nH]c(NN=Cc2c(C)[nH]c3ccccc23)n1
-0.1	COC(=O)CN1C(=O)/C(=C\c2ccc(F)cc2)SC1=S

Part of the list above in a different format:
SMILES	mcGAS RapidFire
CN=c1scc(-c2ccc(Br)cc2)n1N=Cc1cc(OC)c(OC)c(OC)c1	-11.7
CCN(C(=O)c1ccc(F)c(NC(C)=O)c1)S(=O)(=O)c1ccc(C)cc1	1.5

Following part:
mcGAS RapidFire	SMILES
-7.6	COCCN(CC(=O)N1N=C(c2cccn2C)CC1c1ccccc1)C(=O)COC (stereo not drawn)
-7.5	CN(C(=O)CCCc1nc2ccccc2s1)C1CCS(=O)CC1 (stereo not drawn)
-10.7	Cc1nc2ccccc2nc1CN1CCC(CNC(=O)NC(C)C)C1 (stereo not drawn)
-14.0	CCN(C(=O)c1cccc(NC(=O)CSc2nncn2C)c1)c1ccccc1
-7.5	CC1=NC2=C(C(=O)CCC2)C(c2ccccc2Cl)C1C(=O)OCCc1ccccc1 (stereo not drawn)
-2.8	Cc1ccc(C)c(S(=O)(=O)N2CCN(CC(=O)NC3CCCCC3)CC2)c1
-4.0	CC(=O)Nc1ccccc1NC(=O)CN1CCC(Oc2cccc(C)c2)CC1
2.6	O=C(NCc1cccc2c1OCCCO2)c1ccc(S(=O)(=O)NC2CC2)cc1
13.8	CC1C(=O)C(C)C(c2cccs2)NC1c1cccs1 (stereo not drawn)
-5.1&4.9	CC/C=C(\C)CN1CCC(CNC(=O)C2(N)CCCC2)C1 (stereo not drawn)
-0.4	CC(=O)Oc1cccc(C)c1
-10.7	CCN(CC)S(=O)(=O)NCC1CCN(Cc2cccs2)C1 (stereo not drawn)
-7.8	CN1C(=C2C=NN(c3ccccc3)P2(=O)Nc2ccc([N+](=O)[O-])cc2)C(C)(C)c2ccccc21 (stereo not drawn)
5.7	CCCCN(C(C)=O)c1c(N)n(Cc2ccccc2)c(=O)n(C)c1=O
-15.6	CCCCCCn1c(N2CCC(C(N)=O)CC2)nc2c1c(=O)[nH]c(=O)n2C
-13.6	COc1ccc2cc(C(=O)N3CCCC(C(=O)c4cccc5ccccc45)C3)n(C)c2c1 (stereo not drawn)
-34.2	CN=c1scc(-c2ccc(Br)cc2)n1N=Cc1ccccc1I
-1.8	CN1C(=O)N(C)C2(c3ccccc3)N(C(C)(C)C)C(=O)NC12c1ccccc1 (stereo not drawn)
-8.6	O=C1CSC(c2ccccn2)N1c1ccc(F)cc1F (stereo not drawn)
-7.2	O=C(Cc1ccccc1)N1CCCN(c2nc(CN3CCOCC3)cc(=O)[nH]2)CC1

In another format: results already given
SMILES: CN1C(=C2C=NN(c3ccccc3)P2(=O)Nc2ccc([N+](=O)[O-])cc2)C(C)(C)c2ccccc21 (stereo not drawn)
- mcGAS RapidFire: -7.8
SMILES: CCCCCCn1c(N2CCC(C(N)=O)CC2)nc2c1c(=O)[nH]c(=O)n2C
- mcGAS RapidFire: -15.6

Continued.
mcGAS RapidFire	SMILES
-3.8	COC(=O)C1CCC(=S)N1C(=O)OC (stereo not drawn)
-8.9	CCN(CCNC(=O)CN(C)S(=O)(=O)c1ccccc1)C1CC1
-7.3	N#Cc1c(SCc2ccccc2)nc2c(c1-c1ccc(O)cc1)CCCC2
2.9	O=C(O)/C=C/c1ccc(S(=O)(=O)Nc2ccc(N3CCOCC3)nc2)cc1
-7.0	Cc1ccc(/C=C/C(=O)Nc2ccc(C)c(S(N)(=O)=O)c2)c(Br)c1
-8.5	Nc1ccc(N2CCOCC2)c(S(=O)(=O)Nc2cc(Cl)ccc2Cl)c1
-3.4	C#CCN[C@@H]1CCc2ccccc21
-12.8	Cc1ccccc1C1CC(=O)c2cnc(N3CCOCC3)nc2C1 (stereo not drawn)
2.7	CC1(C)CC(=O)C=C(C(=O)N2CCCC(N3CCN(c4ccccc4F)CC3)C2)O1 (stereo not drawn)
-13.6&-1.2	COC1=CC(=O)C[C@@H](C)[C@]12Oc1c(Cl)c(OC)cc(OC)c1C2=O
-18.1	CCCCc1nc2sc3c(NCCN4CCOCC4)ncnc3c2c2c1COC(C)(C)C2
-1.7	Nc1nnc(SCC(=O)Nc2ccnn2C2CCCC2)s1
-1.6	O=C(NCCCN1CCCC1=O)C(C1CCCC1)N1CCN(C(=O)c2ccc([N+](=O)[O-])cc2)CC1 (stereo not drawn)
-3.8	Cn1c(=O)c2c(nc(CN3CCOCC3)n2CC(=O)c2ccccc2)n(C)c1=O
-8.0	Cc1nc(-c2cccs2)sc1C(=O)NCC1CC1
-5.2	CC(C)NC(=O)Nc1nnc(C(C)(C)c2ccccc2)s1
-19.1	CN1CCC(n2cnc(-c3ccccc3)c2-c2cccc3cccnc23)CC1
2.4	CC1CN(C)CCN1C(=O)c1cnc(-c2cnccn2)s1 (stereo not drawn)
-27.4	CCOC(=O)c1ccc(NC(=O)c2cn(C)c3c(=O)n(-c4ccc(Cl)cc4)c(=O)[nH]c23)cc1
-7.0&4.8	CC(C)(C)c1cc(=O)[nH]c(C(C)(C)C)n1
-7.2	Cc1ccc(CC(=O)Nc2ccnn2C(C)C)cc1F
0.2	O=C(CSc1nncn2c1cc1occc12)NCc1ccco1
-7.3	O=S1(=O)CCC(N2CCN(c3ccc(S(=O)(=O)N4CCOCC4)cn3)CC2)C1 (stereo not drawn)
-25.5	CCc1ccc(C(=O)N2CCN(Cc3ccsc3C(=O)OC)CC2)cc1
-5.7	Cc1ccc(Oc2ncccc2CNC(=O)CC(C)n2cccn2)cn1 (stereo not drawn)
-4.7	Cc1cccc(CCNc2nncc(-c3ccc4ccccc4c3)n2)n1
-1.6	Cc1cc(C(=O)CSc2nnc(C)n2C2CC2)c(C)n1C1CC1
-2.2	O=C(Nc1ccc(Br)cc1)C1Cc2ccccc2CN1C(=O)OCc1ccccc1 (stereo not drawn)
-21.3	COc1cc2c(cc1CNC(=O)c1cnc(C3CC3)nc1C)OCCO2
-5.3	CC(C)CCNC(=O)c1cc(=O)c(OCc2ccccc2)cn1C
-7.9	COc1cc(O)c(C)c(O)c1
-3.1	CC1(C(=O)NS(=O)(=O)c2ccccc2C(F)(F)F)CCN1C(=O)CCc1cccs1 (stereo not drawn)
-9.1	COc1ccc(CNC(=O)Nc2ccc(C)cc2Cl)cn1
-4.6	Nc1nc2cc3c(cc2s1)OCCO3
-5.0	CCN1CCCC1CNCc1cn(-c2ccccc2)nc1-c1cccnc1 (stereo not drawn)
5.6	Cn1c(SCC(=O)N2CCN(c3ccccc3)CC2)nnc1C(F)(F)F
-6.6	CC(C(=O)NCc1cn2c(n1)SCC2)N1C(=O)c2cccc3cccc1c23 (stereo not drawn)
-2.8	CN(Cc1ccccc1N1CCCCC1)C(=O)Nc1cccnc1
-2.6	COCCn1cnnc1C(C)NC1CCSCC1 (stereo not drawn)
-22.6	COc1cccc(F)c1OCc1nc(CC2CC2)no1
-3.7	O=C(NCc1cccc(CN2CCOCC2)c1)NC1CCSc2ccccc21 (stereo not drawn)

Compound activity (PubChem)
